Screening data: PubChem BioAssay, several laboratories
MT stabilize HCS: microtubule stabilizers in HeLa cells, primary screen, imaging, high-content imaging. HeLa tubulin immunostaining HCS, 24 h; share of cells brighter than vehicle mean+2SD. hit rate 0.83% among 200,000. % tubulin-high responders, % at 10 µM;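 active means plate Z-score above 3 for both tubulin-high and condensed-nucleus cell shares, with cell loss under 80%, at 10 µM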;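 further: anti alpha tubulin signal scored within the nucleus-defined area of each cell; some results filed as inactive read as strong as hits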
Dynein transport: inhibitors of GR-EGFP nuclear translocation, primary screen, dynein cargo transport inhibitor project, imaging, high-content, 3617.4 mouse cells; hit rate 0.47% among 220,000; test concentration mostly 20 µM; stimulated with dexamethasone, 1 µM; stronger effect = lower value; z-score, hits read low;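 active means plate z-score of nuclear minus cytoplasmic receptor signal below a set negative limit, without overly bright fluorescence or cell loss, cut at about -3.5 in these data, passing the limit was not always enough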;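 further: z-score of nuclear minus cytoplasmic ring GR-EGFP intensity difference per well; some compounds called inactive have numbers as strong as hits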
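medium = tetracycline-free induction medium containing charcoal-stripped FBS | also added = 1.0 µM final dexamethasone stimulus | schedule = 48 h induction, 1 h compound, 30 min dex at 37 °C | technique = fixed, Hoechst-stained cells imaged at 10x for EGFP | measure = GR-EGFP nuclear translocation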
P. falciparum M1AAP: P. falciparum M1AAP inhibitors, biochemical, fluorogenic H-Leu-NHMec substrate, 1536-well (AID 1445); Aminopeptidase N (Plasmodium falciparum (isolate 3D7)); recombinant M1AAP, H-Leu-NHMec fluorogenic kinetic assay; higher % means a stronger effect; inhibition, % at 30 µM, or IC50 in µM where a hit was titrated; hit rate 0.42% among 220,000;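 active means primary inhibition above the hit cutoff, then over 50% inhibition at one or more dose response concentrations, cut at about 23% in these data, passing the limit was not always enough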;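 further: plate controls were DMSO full reaction for no effect and no enzyme background for full effect; strong numbers were not always called active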
WT yeast gro inh: growth inhibition of WT strain, primary screen, mitochondrial fusion inhibitor project, WT and mutant strains, chemical genetic; inhibition, % at 10 µM; hit rate 2.1% among 190,000; mitochondrial fusion phenotypic screen; in the data active means inhibition above about 58%; tested in S. cerevisiae
bCat nuc transl: modulators of beta-catenin nuclear translocation, primary screen, imaging, HeLa cells, immunofluorescence, high-content. nuclear translocation activity, % at 5 µM. hit rate 0.3% among 190,000;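 active means nuclear translocation activity above 50% at 5 µM, with a well cell count of 50 or more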;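 further: per-cell ratio of nuclear to cytoplasmic median beta-catenin stain intensity; plate controls were DMSO negative control for no effect and GSK-3 inhibitor IX positive control for full effect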
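System: HeLa cells, endogenous beta-catenin; compound dosing: 5 µM primary single dose, 0.1% DMSO, 0.02–20 µM confirmation series; incubation: 24 h compound exposure at 37°C, 5% CO2; signal: beta-catenin immunofluorescence imaging with DAPI; evaluation: % activation, nuclear-to-cytoplasmic median beta-catenin signal ratio per cell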
T cell modulator: modulators of CD8 T cell-vesicle binding, primary screen, mouse 2C CD8+ T cells, flow cytometry. 2C CD8+ T cell-vesicle binding; stronger effect = lower value. calls only at 7 µM. hit rate 0.068% among 330,000. AID 2052, 2009;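 active means response, share of CD8 T cells binding vesicles, and their 90th percentile fluorescence all below set limits, cut at about 80% in these data, passing the limit was not always enough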
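Assay system – 2C mouse CD8+ T cells · Also added – QL9-loaded Drosophila micro-vesicles · Timing – Cell–vesicle co-incubation 1.5 h at 37 °C, staining 20 min on ice · Signal – flow cytometry of vesicle-bound cells · Measure – percent CD8+ FL2 mean versus row control · Controls – Peptide-free naked vesicles (low) and QL9 vesicles with 0.7% DMSO vehicle (high)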
Yfh1-off respiration: enhancers of respiration in Yfh1-depleted yeast, dose response, Friedreich's ataxia, plus single-dose screen (AID 1465); fold induction at 50 µM, or EC50 in µM where a hit was titrated; S. cerevisiae Yfh1-off respiration, WST-1 reduction, 72 h; higher fold induction means a stronger effect; hit rate 0.074% among 220,000;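 active means fold induction of absorbance versus untreated yeast above a set limit, then at least 30% activation at any dose in follow-up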;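 further: activators that raise dye reduction in frataxin-depleted yeast; strong numbers were not always called active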
Autophagy mod: autophagy modulators in MEF cells, primary screen, imaging, high-content, MEF GFP-LC3; MEF GFP-LC3 puncta imaging; test concentration mostly 10 µM; hit rate 0.98% among 190,000; calls only at 10 µM (by protocol);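 active means percentage of spot-positive cells more than 3 SD above its plate mean, without a fluorescence outlier flag or 80% toxicity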;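 further: spot-positive cell cutoff set from DMSO-treated cells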
M17LAP inhibition: P. falciparum M17LAP inhibitors, primary screen, biochemical, fluorogenic H-Leu-NHMec substrate, 1536-well (AID 1619). Leucine aminopeptidase (Plasmodium falciparum (isolate 3D7)). inhibition, % at 30 µM; hits with a dose series show IC50 in µM. hit rate 0.38% among 220,000. recombinant M17LAP, H-Leu-NHMec fluorogenic kinetic assay; higher % means a stronger effect;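 active means compound inhibiting the enzyme by more than half at any dose during confirmatory dose-response retesting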;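 further: plate controls were full reaction with DMSO carrier for no effect and no enzyme background for full effect; strong numbers were not always called active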
WT yeast gro inh mutant strain: second read-out of WT yeast gro inh, no call of its own (marks repeat the call); inhibition, %; mitochondrial fusion phenotypic screen, mutant strain inhibition
Dynein transport cytoplasmic EGFP: also measured in Dynein transport; calls as there; z-score; measured here: cytoplasmic GR-EGFP intensity; stronger effect = higher value
Dynein transport nuclear GR-EGFP: recorded beside Dynein transport, whose call it bears; z-score; measured here: nuclear GR-EGFP intensity;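 lower value marks the stronger effect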
Dynein transport cell count: also measured in Dynein transport; calls as there; z-score; measured here: cell count per field
bCat nuc transl cell count 5 µM: recorded beside bCat nuc transl, whose call it bears; cell count; measured here: cell count, cytotoxicity flag
T cell modulator vesicle-bound %: also measured in T cell modulator; calls as there; double positive events, %; measured here: CD8+ vesicle-bound cell fraction;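 binding gate set so that unloaded-vesicle control wells show 10% double positive cells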
MT stabilize HCS Hoechst-high %: recorded beside MT stabilize HCS, whose call it bears; % Hoechst-high responders; measured here: nuclear condensation Hoechst responders;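 share of cells brighter than vehicle mean plus two SD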
MT stabilize HCS cytotoxicity %: also measured in MT stabilize HCS; calls as there; toxicity, %; measured here: cytotoxicity by cell density;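 0% = mean cell density of plate MIN control wells and 100% = no cells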
Autophagy mod cell loss 18 h: second read-out of Autophagy mod, no call of its own (marks repeat the call); toxicity, %; measured here: cell loss, nuclei count;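 cell loss after 18 h compound exposure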
Numbers without * were called inactive.

Screening CCCCNC(=O)/C(C#N)=C/c1cccnc1 returned MT stabilize HCS 1.9, Dynein transport 0.367, P. falciparum M1AAP -0.8%, WT yeast gro inh 14.6, bCat nuc transl 1.0, T cell modulator inactive, Yfh1-off respiration inactive, Autophagy mod inactive, M17LAP inhibition 0.4%, WT yeast gro inh mutant strain -0.5, Dynein transport cytoplasmic EGFP -0.295, Dynein transport nuclear GR-EGFP -0.29, Dynein transport cell count -0.421, bCat nuc transl cell count 5 µM 1061, T cell modulator vesicle-bound % 58.9, MT stabilize HCS Hoechst-high % 1.7, MT stabilize HCS cytotoxicity % 0.5 and Autophagy mod cell loss 18 h -1.7.
CSc1nccc(-c2c(-c3ccc(Cl)cc3)noc2C)n1 was read as Dynein transport -0.539, P. falciparum M1AAP 4.0%, bCat nuc transl -0.8, T cell modulator inactive, Yfh1-off respiration inactive, M17LAP inhibition 6.2%, Dynein transport cytoplasmic EGFP -0.279, Dynein transport nuclear GR-EGFP -0.256, Dynein transport cell count 0.138, bCat nuc transl cell count 5 µM 1271 and T cell modulator vesicle-bound % 55.0.
CCOC(=O)N1CCN(c2ccccc2O)CC1 was read as MT stabilize HCS 2.6, Dynein transport -0.146, P. falciparum M1AAP 3.1%, WT yeast gro inh -8.1, bCat nuc transl -5.0, T cell modulator inactive, Yfh1-off respiration inactive, Autophagy mod inactive, M17LAP inhibition -3.6%, WT yeast gro inh mutant strain -7.8, Dynein transport cytoplasmic EGFP -0.242, Dynein transport nuclear GR-EGFP 0.0519, Dynein transport cell count 0.216, bCat nuc transl cell count 5 µM 1203, T cell modulator vesicle-bound % 30.4, MT stabilize HCS Hoechst-high % 2.3, MT stabilize HCS cytotoxicity % 5.1 and Autophagy mod cell loss 18 h 1.4.
`COc1ccccc1C(O)P(=O)(OC(C)C)c1ccc(N(C)C)cc1` (stereo unspecified) gave MT stabilize HCS 3.7, Dynein transport -0.531, P. falciparum M1AAP 6.1%, WT yeast gro inh -12.2, bCat nuc transl 0.2, T cell modulator inactive, Yfh1-off respiration inactive, Autophagy mod inactive, M17LAP inhibition 4.7%, WT yeast gro inh mutant strain -20.5, Dynein transport cytoplasmic EGFP -0.268, Dynein transport nuclear GR-EGFP -0.86, Dynein transport cell count 0.135, bCat nuc transl cell count 5 µM 1136, T cell modulator vesicle-bound % 54.7, MT stabilize HCS Hoechst-high % 2.0, MT stabilize HCS cytotoxicity % 0.9 and Autophagy mod cell loss 18 h -4.3.
For COc1ccc(C2=COc3ccccc3C(=O)N2)cc1 the results were MT stabilize HCS 6.9, Dynein transport -0.483, P. falciparum M1AAP 5.0%, WT yeast gro inh -11.3, bCat nuc transl -0.7, T cell modulator inactive, Yfh1-off respiration inactive, Autophagy mod inactive, M17LAP inhibition -1.0%, WT yeast gro inh mutant strain 5.1, Dynein transport cytoplasmic EGFP -0.334, Dynein transport nuclear GR-EGFP -0.281, Dynein transport cell count 0.673, bCat nuc transl cell count 5 µM 1091, T cell modulator vesicle-bound % 46.7, MT stabilize HCS Hoechst-high % 2.7, MT stabilize HCS cytotoxicity % 2.9 and Autophagy mod cell loss 18 h 0.0.
For COc1ccc(-c2cn3cccnc3n2)cc1NC(=O)CC(C)C the results were MT stabilize HCS 4.8, Dynein transport 1.12, P. falciparum M1AAP 5.0%, WT yeast gro inh -0.6, bCat nuc transl 0.0, T cell modulator inactive, Yfh1-off respiration inactive, Autophagy mod inactive, M17LAP inhibition 2.5%, WT yeast gro inh mutant strain -10.6, Dynein transport cytoplasmic EGFP -0.265, Dynein transport nuclear GR-EGFP 0.325, Dynein transport cell count -0.0498, bCat nuc transl cell count 5 µM 1428, T cell modulator vesicle-bound % 24.7, MT stabilize HCS Hoechst-high % 3.9, MT stabilize HCS cytotoxicity % 6.2 and Autophagy mod cell loss 18 h 1.0.
C=CCOc1ccc(/C=N/n2cncn2)cc1OC was read as MT stabilize HCS 3.5, Dynein transport -0.643, P. falciparum M1AAP 0.0%, WT yeast gro inh 9.0, T cell modulator inactive, Yfh1-off respiration inactive, Autophagy mod inactive, M17LAP inhibition 10.2%, WT yeast gro inh mutant strain 8.9, Dynein transport cytoplasmic EGFP -0.202, Dynein transport nuclear GR-EGFP -0.445, Dynein transport cell count 0.00584, T cell modulator vesicle-bound % 21.9, MT stabilize HCS Hoechst-high % 3.4, MT stabilize HCS cytotoxicity % 2.2 and Autophagy mod cell loss 18 h -6.8.
Screening COc1ccc(C(=O)N(c2ccc(OC)cc2)S(=O)(=O)c2cccs2)cc1 returned MT stabilize HCS 2.0, Dynein transport -0.734, P. falciparum M1AAP 8.2%, WT yeast gro inh 73.7*, bCat nuc transl 0.8, T cell modulator inactive, Yfh1-off respiration inactive, Autophagy mod inactive, M17LAP inhibition -9.7%, WT yeast gro inh mutant strain 41.3*, Dynein transport cytoplasmic EGFP 0.0538, Dynein transport nuclear GR-EGFP -0.778, Dynein transport cell count 0.939, bCat nuc transl cell count 5 µM 937, T cell modulator vesicle-bound % 30.4, MT stabilize HCS Hoechst-high % 4.1, MT stabilize HCS cytotoxicity % 2.2 and Autophagy mod cell loss 18 h 4.8.
`Cc1c(NC(=O)C(Sc2ccccc2)c2ccccc2)cccc1[N+](=O)[O-]` (stereo unspecified) gave MT stabilize HCS 3.3, Dynein transport 0.148, P. falciparum M1AAP 7.1%, WT yeast gro inh -15.4, bCat nuc transl -2.1, T cell modulator inactive, Autophagy mod inactive, M17LAP inhibition -8.3%, WT yeast gro inh mutant strain 1.0, Dynein transport cytoplasmic EGFP -0.204, Dynein transport nuclear GR-EGFP 0.445, Dynein transport cell count 0.414, bCat nuc transl cell count 5 µM 1380, T cell modulator vesicle-bound % 20.4, MT stabilize HCS Hoechst-high % 1.6, MT stabilize HCS cytotoxicity % 6.5 and Autophagy mod cell loss 18 h 4.8.
Cc1cc(=O)[nH]c(NCc2ccccc2)n1 was read as Dynein transport -0.945, P. falciparum M1AAP -1.0%, bCat nuc transl -0.8, T cell modulator inactive, Yfh1-off respiration inactive, M17LAP inhibition 6.1%, Dynein transport cytoplasmic EGFP -0.256, Dynein transport nuclear GR-EGFP -0.452, Dynein transport cell count 0.326, bCat nuc transl cell count 5 µM 1292 and T cell modulator vesicle-bound % 23.5.
Screening O=C(CNC(=O)c1ccc(Cl)cc1)Nc1ccc(S(=O)(=O)Nc2ncccn2)cc1 returned Dynein transport 1.57, P. falciparum M1AAP 1.2%, bCat nuc transl -3.1, T cell modulator inactive, Yfh1-off respiration inactive, M17LAP inhibition -1.8%, Dynein transport cytoplasmic EGFP -0.229, Dynein transport nuclear GR-EGFP 0.567, Dynein transport cell count -0.625, bCat nuc transl cell count 5 µM 1276 and T cell modulator vesicle-bound % 43.5.
CC(C)CCNC(=O)CN(CC1CCCO1)C(=O)CCC(=O)Nc1nccs1 (stereo unspecified) was read as MT stabilize HCS 5.7, Dynein transport 0.783, P. falciparum M1AAP 9.5%, WT yeast gro inh 13.7, bCat nuc transl -4.9, T cell modulator inactive, Yfh1-off respiration inactive, Autophagy mod inactive, M17LAP inhibition 1.8%, WT yeast gro inh mutant strain -1.0, Dynein transport cytoplasmic EGFP -0.265, Dynein transport nuclear GR-EGFP 0.667, Dynein transport cell count -0.843, bCat nuc transl cell count 5 µM 867, T cell modulator vesicle-bound % 23.6, MT stabilize HCS Hoechst-high % 2.4, MT stabilize HCS cytotoxicity % 9.2 and Autophagy mod cell loss 18 h -7.1.
Screening CC(=O)NC(=O)c1ccc(-c2ccc(Cl)cc2)o1 returned MT stabilize HCS 3.4, Dynein transport -1.34, P. falciparum M1AAP 3.9%, WT yeast gro inh -2.8, bCat nuc transl -1.3, T cell modulator inactive, Yfh1-off respiration inactive, Autophagy mod inactive, M17LAP inhibition 4.0%, WT yeast gro inh mutant strain 1.2, Dynein transport cytoplasmic EGFP -0.231, Dynein transport nuclear GR-EGFP -0.517, Dynein transport cell count 0.647, bCat nuc transl cell count 5 µM 939, T cell modulator vesicle-bound % 51.4, MT stabilize HCS Hoechst-high % 4.3, MT stabilize HCS cytotoxicity % 4.1 and Autophagy mod cell loss 18 h 6.5.
Cc1ccc(-n2nc3cc(Cl)c(NC(=O)c4ccco4)cc3n2)cc1 was read as MT stabilize HCS 1.0, Dynein transport 0.403, P. falciparum M1AAP 7.7%, WT yeast gro inh 16.1, bCat nuc transl -2.0, T cell modulator inactive, Yfh1-off respiration inactive, Autophagy mod inactive, M17LAP inhibition 3.0%, WT yeast gro inh mutant strain -7.5, Dynein transport cytoplasmic EGFP 0.313, Dynein transport nuclear GR-EGFP 0.589, Dynein transport cell count -0.398, bCat nuc transl cell count 5 µM 964, T cell modulator vesicle-bound % 20.1, MT stabilize HCS Hoechst-high % 0.7, MT stabilize HCS cytotoxicity % 5.4 and Autophagy mod cell loss 18 h -1.1.
